# AID inhibitor – activation induced cytidine deaminase inhibition | Q9GZX7 | AID deamination FRET fluorescence, UDG-coupled, 4 h | Potency, µM (highest dose often 115 µM), for the others: at the highest dose activity change, negative = inhibition, actives largely listed as inhibitors | 91,000 tested, 0.32% active; further: nearly all actives have a fitted effect of over 25% in size
# Target sequence (Q9GZX7 whole entry, looked up): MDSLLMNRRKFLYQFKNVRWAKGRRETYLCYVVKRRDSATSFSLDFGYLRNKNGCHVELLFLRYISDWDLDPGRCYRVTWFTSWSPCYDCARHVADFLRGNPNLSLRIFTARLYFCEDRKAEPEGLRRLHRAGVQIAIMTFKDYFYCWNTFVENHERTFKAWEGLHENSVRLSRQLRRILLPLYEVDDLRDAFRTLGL
# UDG counterscr – counter-screen for AID inhibitors: uracil-DNA glycosylase inhibition; FRET deamination/UDG coupled assay, UDG read, 4 h; Potency, µM (series often up to 115 µM), without a hit: at the highest dose activity change, negative = inhibition, usual class: inhibitors; 91,000 tested, 0.14% active; AID 1347430; further: nearly all actives have a fitted effect of over 65% in size
# * marks the source's active call; other numbers are inactive results; ? = inconclusive; & = joins results of further samples; [ ] = remark or other dose. The call rests on the fitted dose curve; in most records, active means well fitted curve in the direction sought with a large enough effect; inconclusive means small, poorly fitted or top-dose-only effect, or another doubt; inactive means no such curve, though single readings can be large; an effect the other way counts as inactive or inconclusive. On the % scale 0 is the no-effect control and ±100 the full control effect; potency means the concentration at half of the fitted maximal effect.
SMILES,AID inhibitor,UDG counterscr
CN1CCN(C(=O)c2cccc(C(F)(F)F)c2)CC1,1.3%,-12.0%
Cc1cc(F)ccc1NC(=O)C1CCN(S(=O)(=O)c2ccc3c(c2)CCCC(=O)N3)CC1,-13.8%,3.8%
COc1ccccc1N1CCN(C(=O)CSc2nc(C)cc(=O)[nH]2)CC1,2.2%,-1.7%
CCCn1c(Br)nc2c(=O)n(C)c(=O)n(C)c21,1.6%,-3.7%
Cc1cc(C)cc(NC(=O)C(=O)NCCCN2CCOCC2)c1,-0.1%,-1.6%
Clc1ccc(-c2noc(-c3ccncc3)n2)cc1,-4.3%,-0.4%
O=C(COc1ccc(Cl)cc1)Nc1ccccc1OCc1cc(=O)n2ccccc2n1,3.3%,0.5%
O=C(CCSCc1ccccc1F)N1CCN(c2ccc(F)cc2)CC1,-23.0%,-10.2%[57.5 µM]
CCc1ccc(NC(=O)Cn2c(=O)n(Cc3ccccc3)c(=O)c3oc4ccccc4c32)cc1,5.2%,5.3%
Cc1ccccc1CNC(=O)Nc1ccc2c(c1)N(C)C(=O)c1ccccc1S2,?,-8.7%[57.5 µM]
Cc1nnc2c(N3CCN(c4ccc(F)cc4)CC3)nc3ccc(C(=O)c4ccccc4)cc3n12,7.1%,7.3%
COc1cc(C2CC(=O)c3c([nH]c(C(=O)OC4CCCC4)c3C)C2)cc(OC)c1OC (centres undefined),?,-4.1%

# Entries above that contain a halogen:
SMILES,AID inhibitor,UDG counterscr
CN1CCN(C(=O)c2cccc(C(F)(F)F)c2)CC1,1.3%,-12.0%
Cc1cc(F)ccc1NC(=O)C1CCN(S(=O)(=O)c2ccc3c(c2)CCCC(=O)N3)CC1,-13.8%,3.8%
CCCn1c(Br)nc2c(=O)n(C)c(=O)n(C)c21,1.6%,-3.7%
Clc1ccc(-c2noc(-c3ccncc3)n2)cc1,-4.3%,-0.4%
O=C(COc1ccc(Cl)cc1)Nc1ccccc1OCc1cc(=O)n2ccccc2n1,3.3%,0.5%
O=C(CCSCc1ccccc1F)N1CCN(c2ccc(F)cc2)CC1,-23.0%,-10.2%[57.5 µM]
Cc1nnc2c(N3CCN(c4ccc(F)cc4)CC3)nc3ccc(C(=O)c4ccccc4)cc3n12,7.1%,7.3%

# More compounds follow:
SMILES,AID inhibitor,UDG counterscr
CC(C)N1C(=O)S/C(=C/c2cn(CC#N)c3ccccc23)C1=O,10.0%,5.9%
COc1ccc(-c2nc(CCNC(=O)c3cccs3)cs2)cc1,-22.6%,5.7%[57.5 µM]
Cc1ccc(C)c(N2CCN(CCCNC(=O)c3ccc4nc(C(C)C)oc4c3)CC2)c1,?,-9.3%
Cc1nc(Sc2cccc(C(F)(F)F)c2)c2c(-c3cccs3)csc2n1,-14.0%,-8.2%
Cc1ccccc1NC(=O)CSc1nc2c(oc3ccccc32)c(=O)n1Cc1ccco1,12.2%,22.9%
O=C(OCC(=O)C12CC3CC(CC(C3)C1)C2)c1ccccc1Cl,-5.7%,-4.3%
COc1ccc(N(C(=O)c2cccc(C)c2)S(=O)(=O)c2ccc3c(c2)n(C)c(=O)n3C)cc1,-19.1%,-8.7%
O=C(CCC(=O)OCc1ccccc1F)Nc1ccc2c(c1)oc1ccccc12,2.6%,-2.2%
Cc1cc(OC(=O)c2ccc(CSc3ccc(Cl)cc3)cc2)cc(C(C)C)c1,-5.1%,4.2%
COc1cc(CNC(=O)Cc2ccc(Cl)cc2)ccn1,-0.2%,-1.5%
O=C(CSCc1ccccc1Cl)N1CCN(c2ccc(F)cc2)CC1,?,-5.6%[57.5 µM]
Cc1cc(OCCn2c(CNC=O)nc3ccccc32)ccc1Cl,-2.3%,6.6%

# Some of these compounds in order of count of non-hydrogen atoms, descending:
SMILES,AID inhibitor,UDG counterscr
Cc1ccc(C)c(N2CCN(CCCNC(=O)c3ccc4nc(C(C)C)oc4c3)CC2)c1,?,-9.3%
O=C(CCC(=O)OCc1ccccc1F)Nc1ccc2c(c1)oc1ccccc12,2.6%,-2.2%
Cc1nc(Sc2cccc(C(F)(F)F)c2)c2c(-c3cccs3)csc2n1,-14.0%,-8.2%

# Continuation:
SMILES,AID inhibitor,UDG counterscr
O=C(NCCC(c1ccccc1)c1ccccc1)c1cc(-c2ccccc2)nc2ccccc12,-6.8%,-12.4%
CC(C)CCOc1ccc(C(=O)NCC2OCCc3ccccc32)cc1 (centres undefined),7.3%,6.1%
CCOC(=O)CSc1nc2ccc(NC(=O)c3ccc(Cl)cc3)cc2s1,2.6%,9.8%
CCN(CC)CCCOC(=O)c1ccc(O)cc1O,-1.1%,-0.9%
Cc1[nH]c2ccccc2c1C(=O)C(=O)Nc1ccc(F)c(Cl)c1,-0.1%,0.7%
COC(=O)c1ccccc1NC(=O)Cn1c(=O)n(-c2ccc(Cl)cc2)c(=O)c2c(C)c(C)sc21,3.4%,-3.0%
Cc1ccc(C(O)(C(=O)NN)c2ccc(C)cc2)cc1,-5.5%,-3.2%
CCOC(=O)c1c(C)oc2ncnc(Nc3ccc(OC)c(OC)c3)c12,16.0%,6.9%
CCc1cccc(NC(=O)c2cc3c(=O)oc4ccc(C)cc4c3s2)c1,23.9%,6.9%
Cc1nc(-c2ccc(C)c(N3CCN(C(=O)Nc4cccc(Cl)c4C)CC3)c2)no1,5.3%,3.6%
O=C(O)CN(Cc1ccccc1)S(=O)(=O)c1cc(Cl)ccc1Cl,-7.6%,1.6%
CCCn1c(-n2nc(C)cc2C)nc2c1c(=O)n(CCN1CCOCC1)c(=O)n2C,-0.7%,1.4%
Cc1ccc(NC(=O)C2=Cc3sc4c(c3CS2)CCCC4)c(C)c1,8.8%,-13.7%
O=C(Nc1ccc(F)cc1)c1cc(-c2ccco2)on1,2.4%,-0.8%
Cc1ccc2nc(N3CCN(c4ccc(F)cc4)CC3)c3nnnn3c2c1,152.7%[activator],-0.6%[57.5 µM]
Cc1ccc(Cl)cc1N(C)C(=O)Cn1nc(Cc2cccnc2)c2ccccc2c1=O,-13.8%&-25.0%,3.7%
COC(=O)c1ccc2oc(=O)c(S(=O)(=O)c3ccc(Cl)cc3)cc2c1,-2.2%,6.3%
CCC(C)(C)C1CCC(NC(=S)NCc2ccc(F)cc2)CC1 (centres undefined),-13.3%,-18.4%
Cc1nc(-c2cccc(F)c2)sc1CCNC(=O)Cc1ccc(F)cc1,-2.2%,2.3%
Cc1ccc(S(=O)(=O)N(CC(=O)N2CCCC2)Cc2ccc(Br)cc2)cc1,?,-23.8%
Cc1ccc(C(C)C)c(OCC(=O)Nc2c(C(=O)c3ccc(F)cc3)oc3ccccc23)c1,2.7%,-15.5%[57.5 µM]
C=CCNC(=O)NC(=O)CN1CCCC1C(=O)NC (centres undefined),4.9%,3.3%
CCCOc1ccc(-c2nonc2NC(=O)c2ccco2)cc1OCCC,-5.5%,4.6%
CC1(C)CC(NC(=S)Nc2ccc(F)c(Cl)c2)CC(C)(C)N1,-5.3%,-2.3%
Cc1nnc(SCc2cc(=O)c3ccccc3[nH]2)s1,20.0%,-9.8%[57.5 µM]
CC1(C)CC(OC(=O)CCC(=O)OC2CC(C)(C)NC(C)(C)C2)CC(C)(C)N1,-0.4%,-7.1%
Cc1ccc(C)c(N2CCN(C(=O)NCc3noc4ccc(C)cc34)CC2)c1,-17.9%,-7.6%
CCN1CCc2c(sc(NC(=O)Nc3cccc(C(C)=O)c3)c2C(N)=O)C1,72.7%[activator],1.5%
CCOc1ccccc1NC(=O)Nc1nnc(N2CCCC(C)C2)s1 (centres undefined),1.3%&-9.5%,-8.0%&-21.2%
CN(C)c1cccc2c(C(=O)c3ccccc3)ccc(N(C)C)c12,-5.1%,-12.8%
CCNC(=O)NCCC12CC3CC(CC(C3)C1)C2,1.0%,-3.1%
O=C(Nc1cc(F)ccc1F)C1CCN(C(=O)c2cnn(-c3ccccc3)c2-n2cccc2)CC1,-23.8%,5.7%
O=C(O)CNC(=O)C(CS)Cc1ccccc1 (centres undefined),4.0%,-2.2%
FC(F)c1n[nH]c(C(F)F)c1Cl,4.2%,-2.9%
O=C(COCc1cc(-c2cccs2)on1)N1CCN(c2ccccc2)CC1,-1.6%,70.1%[activator]
Cc1ccc(-c2nc3c(C)cccn3c2Nc2ccccc2C)s1,141.1%[activator],-2.8%
O=C(COC(=O)c1cccnc1Nc1cccc(C(F)(F)F)c1)NCc1ccco1,-2.4%,3.6%
Cc1ccc(Cl)cc1Nc1nn2c(=O)c3ccc(C(=O)NC(C)c4ccccc4)cc3nc2s1 (centres undefined),-19.9%,?
Cc1ccc(NC(=O)C(=O)NCCc2sc(-c3ccc(Cl)cc3)nc2C)cc1C,22.7%,-1.0%
Cc1cccc(-n2cc(-c3ccccc3)c3c(NC(C)C)ncnc32)c1,?,-7.7%[57.5 µM]
CCc1nn(CC(=O)NCCCc2ccccc2)c(=O)c2cc3cc(F)ccc3n12,-24.8%,-19.1%
Cc1cccc(Oc2nc3c(c(=O)n(C)c(=O)n3C)n2C)c1C,-4.2%[57.5 µM],-5.9%[57.5 µM]
COc1ccc(/C=C/C(=O)c2ccc(OC(F)F)c(OC)c2)c(OC)c1,-18.9%,-10.5%
COc1ccc(C)cc1NC(=O)C(NS(=O)(=O)c1cccc2nsnc12)c1ccccc1 (centres undefined),-2.7%,14.1%
CN(C)C(=O)c1cc2c(F)cccc2[nH]1,-9.1%,-1.7%
CCCCN(C)C(=O)CSc1nc2ccccc2nc1Cc1ccc(C)cc1,?,?
O=C(Cn1c(SCc2cccc(F)c2)nc2ccncc21)Nc1ccc(Cl)cc1F,0.3%,4.6%
O=C(Nc1cccc(OCc2ccc(F)cc2)c1)c1ccncc1,5.0%,-0.4%
Cc1cc(NC(=O)CCc2ncc(-c3ccc(F)cc3)o2)no1,1.1%,4.0%
N#Cc1ccc(Oc2cccc(N)c2)cc1,-3.2%,1.6%
CC(NC(=O)c1ccc(Br)cc1)C1CC2CCC1C2 (centres undefined),2.9%,-10.7%
CC(C)Oc1ccccc1-c1nc(SCC(=O)c2ccc(F)cc2)n[nH]1,-11.4%,30.5%[activator]
CSc1nc2c(c(=O)n(C)c(=O)n2C)n1CCCc1ccccc1,-6.8%,-10.6%
COc1cccc(-c2nc(S(=O)(=O)c3ccc(C)cc3)c(N3CCOCC3)o2)c1,-27.9%,-14.8%
CCOCCCNC(=O)/C=C/c1ccccc1,-2.8%,-3.2%
Cc1ccc(/C=C(\C#N)C(=O)NC2CCCC2)o1,5.9%,6.7%
O=[N+]([O-])c1ccccc1S(=O)(=O)Nc1cccc(-n2cccn2)c1,-12.7%,-6.5%
CC1(C(=O)NCc2ccc(Cl)cc2)Cn2c(ccc2-c2ccco2)C(=O)N1C1CC1 (centres undefined),-6.9%,-1.8%
O=C(c1ccc(F)c(F)c1)N1CCSc2ccccc21,-8.2%,-1.6%
NS(=O)(=O)c1ccc(N/N=C/C=C/c2ccccc2[N+](=O)[O-])c([N+](=O)[O-])c1,-17.6%,-2.7%

# Carrying on:
SMILES,AID inhibitor,UDG counterscr
N#Cc1ccccc1COC(=O)c1ccccc1NCCO,-1.6%,-2.0%
Cc1ccc(Nc2cc(C(=O)NCCc3ccccc3)c3ccccc3n2)c(C)c1,-5.3%,-15.9%[57.5 µM]
COc1cc(/C=C(/C#N)c2ccccn2)cc(Br)c1OC,94.9%[activator],0.6%
O=C(NC1CCCC1)c1ccc2c(=O)n(Cc3ccccc3)c(SCc3ccc([N+](=O)[O-])cc3)nc2c1,33.1%[activator],-3.4%
O=C(CCCc1c[nH]c2ccccc12)NCc1ccc(Cl)cc1,-15.4%,-3.7%
CC(=O)/C=C/c1c(C)oc2ccccc12,0.2%,4.0%
CC(NCc1cccc(C#N)c1)c1cc2ccccc2o1 (centres undefined),-10.1%,-3.8%
CC(=O)Nc1ccc(S(=O)(=O)NCc2ccc3c(c2)CCN3C(C)=O)cc1,-0.8%,2.2%[57.5 µM]
Cc1cc(C)cc(OCC(=O)N(Cc2ccc(C)o2)C2CCS(=O)(=O)C2)c1 (centres undefined),4.7%,-5.9%
COc1ccc(-c2c(C(=O)O)sc3c2NC(=O)CC32C(=O)N(C)c3ccc(C(C)C)cc32)cc1 (centres undefined),-12.9%,1.7%
Cc1ccc2nc(N(Cc3cccnc3)C(=O)c3cccs3)sc2c1,7.3%,-2.5%
Cc1cccc(N2CCN(C(=O)c3ccc(NC(=O)c4nsc5ccccc45)cc3)CC2C)c1 (centres undefined),-21.6%,-14.5%
COC(=O)c1c(NC(=O)CCCOc2cccc(C)c2)sc2c1CCC2,17.8%,?
O=c1[nH]c2ccc(NCc3ccc(-c4ccccc4)o3)cc2[nH]1,-0.9%,-9.6%
COc1ccc(N2CCN(c3ccc(-c4nc(-c5ccccc5)no4)cc3[N+](=O)[O-])CC2)cc1,-4.7%,7.9%
COC(=O)c1ccc(/C=C2\CCc3cc(OC)ccc3C2=O)cc1,-2.7%,-1.3%
CC(Sc1nnc2c(Cl)cc(C(F)(F)F)cn12)C(=O)c1cccc(Cl)c1 (centres undefined),-0.5%,0.1%
Cc1ccc(CN(Cc2ccco2)C(=O)c2cccc(C)c2)cc1,?,-1.2%
Cc1ccc(NC(=O)CC(C)(C(=O)O)c2ccccc2)c(F)c1 (centres undefined),-8.3%,3.4%
COc1cccc(C(=O)Nc2ccc(-n3nncc3-c3ccccc3)cc2)c1,?,16.5%
COC(=O)CN1CCCC1c1ccsc1 (centres undefined),-6.2%,-10.0%
Cc1ccccc1OCc1ccc(-c2nc(C#N)c(N3CCN(c4cccc(Cl)c4)CC3)o2)o1,32.5%[activator],-8.6%
Cc1ccc(CN2CCc3nc(N4CCN(c5ncccn5)CC4)ncc3C2)cc1,?,-19.4%
Cc1cccc(-c2nc(SCC(=O)N(C)c3ccccc3)c3c(=O)n(C)c(=O)n(C)c3n2)c1,-3.0%,5.1%
Cc1cc(O)c(C(c2ccccc2)N2CCN(c3ccc(F)cc3)CC2)c(=O)n1Cc1ccco1 (centres undefined),5.8%,16.7%
COc1ccc(Cl)cc1NC(=O)Cn1cc2c(n1)CCC(C)C2 (centres undefined),5.7%,3.6%

# This is a subset; rates above refer to the full screens.
